Screens from PubChem.
Platelet DG rel = platelet dense granule release activity; human platelet-rich plasma, SFLLRN dense granule ATP release, luminescence; inhibition, %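 (compounds screened at 7.5 µM in platelet-rich plasma)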; 300,000 tested, 0.22% active; AID 1663;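 active = mean replicate score, as percent of positive control, at or above 50; inconclusive = mean below 50 but at least one replicate at or above 50; inactive = mean and every replicate below 50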
HSF1 activator = increases HSF-1 driven luciferase reporter signal; AID 504408; activation, % at 9 µM; 300,000 tested, 1.7% active; NIH3T3-HGL HSF-1 luciferase reporter, MG132, 8 h; 100% = twice DMSO control signal;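 active = mean replicate activation of at least 50% with a set share of replicates each reaching 50%; inconclusive = only one of those two conditions met; inactive = mean below 50% and too few replicates reaching it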;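 also: 0% = median of the neutral control wells and 100% = twice that signal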
HDAC3 inh = blocks human histone deacetylase 3; O15379; recombinant HDAC3, fluorogenic peptide/trypsin coupled, fluorescence; inhibition, % at 8.3 µM; 320,000 tested, 0.15% active; in the data active = inhibition above about 26%, passing the limit was not always enough; inconclusive = no clear call, values can overlap the other calls
Target sequence (O15379 whole entry, looked up): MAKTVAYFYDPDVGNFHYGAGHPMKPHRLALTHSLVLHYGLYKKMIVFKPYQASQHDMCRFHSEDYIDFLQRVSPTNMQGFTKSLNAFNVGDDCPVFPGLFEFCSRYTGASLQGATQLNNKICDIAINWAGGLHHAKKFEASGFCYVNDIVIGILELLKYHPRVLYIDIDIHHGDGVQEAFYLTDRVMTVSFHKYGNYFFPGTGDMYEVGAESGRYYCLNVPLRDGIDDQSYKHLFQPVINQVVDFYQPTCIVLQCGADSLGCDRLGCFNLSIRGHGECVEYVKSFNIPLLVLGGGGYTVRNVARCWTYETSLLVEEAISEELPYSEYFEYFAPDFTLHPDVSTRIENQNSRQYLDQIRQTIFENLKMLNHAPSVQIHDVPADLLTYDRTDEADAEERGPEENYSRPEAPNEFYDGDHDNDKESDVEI
GSK3beta inhib = blocks human GSK3beta kinase activity; GST-GSK3beta kinase, ADP-Glo luminescence, 60 min; hits give low values; activity score (negative = inhibition), % at 10 µM; 300,000 tested, 0.038% active; AID 2097;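 active = more than half of replicate wells score below -50%, meaning over 50% inhibition versus plate controls; inconclusive = some replicates but at most half score below -50%; inactive = no replicate scores below -50%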;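 also: 0% = median DMSO wells and -100% = median GW8510 positive control wells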
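Test system: GST-tagged human GSK3beta kinase, cell-free; evaluation: activity score scaled between in-plate DMSO and GW8510 controls; measured by: ADP-Glo luminescence; incubation: 60 min reaction, RT; benchmarks: DMSO and 20 µM GW8510; reagent: peptide substrate plus 25 µM ATP (final); medium: Tris/MgCl2 kinase buffer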
PolyA inh = yeast polyadenylation inhibition. S. cerevisiae SKY197-pL101 polyadenylation reporter, beta-gal luminescence; efflux-impaired pdr1/pdr3 knockout yeast; score 100 = 6 SD above DMSO. calls only at 12 µM. 300,000 tested, 0.02% active. AID 1875;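 active = lowest replicate activity score at least 50, where 100 means six control SD above control mean; inconclusive = lowest score under 50 but half or more replicates reach 50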;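 also: yeast exposed to compound for 9 h at 30 °C; higher score means more reporter readthrough which indicates perturbed polyadenylation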
DYRK1A inh = inhibitors of rat Dyrk1A kinase; Q63470; ADP-Glo luminescence, NFATc1 peptide; inhibition, % at 12.5 µM; 310,000 tested, 0.43% active; AID 504441; in the data active = inhibition above about 50%;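 also: plate controls were vehicle with enzyme for no effect and no enzyme for full effect; many of its hits are not listed in these tables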
GSK3A inh = inhibitors of human GSK-3 alpha kinase; inhibition, % at 10 µM; ADP-Glo luminescence, 60 min; AID 2650; 320,000 tested, 0.1% active;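 in the data active = inhibition above about 50%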;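 also: GST-tagged GSK-3 alpha with peptide substrate and 25 µM ATP; 0% = DMSO neutral wells and 100% = GW8510 positive control wells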
Target sequence (P49840 whole entry, looked up): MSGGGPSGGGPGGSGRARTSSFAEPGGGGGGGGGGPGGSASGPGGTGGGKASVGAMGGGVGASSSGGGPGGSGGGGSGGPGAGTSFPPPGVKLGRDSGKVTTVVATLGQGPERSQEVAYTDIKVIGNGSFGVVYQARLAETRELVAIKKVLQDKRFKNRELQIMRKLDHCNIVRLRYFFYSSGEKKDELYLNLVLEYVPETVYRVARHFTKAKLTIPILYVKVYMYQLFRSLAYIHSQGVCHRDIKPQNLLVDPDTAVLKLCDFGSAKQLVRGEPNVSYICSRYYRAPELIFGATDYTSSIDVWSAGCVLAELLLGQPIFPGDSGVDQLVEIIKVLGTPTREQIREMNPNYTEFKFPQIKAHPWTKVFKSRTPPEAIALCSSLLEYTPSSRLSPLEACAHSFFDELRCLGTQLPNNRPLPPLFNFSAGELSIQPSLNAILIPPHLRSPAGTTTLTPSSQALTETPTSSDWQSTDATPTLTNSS
HSF1 inh = HSF1 inhibition | NIH3T3-HGL HSE-luciferase, MG132-induced, luminescence 8 h; hits give low values | activity change, negative = inhibition, % at 7.5 µM (by protocol) | 300,000 tested, 0.77% active;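 active = more than half of replicate wells show activity change below -50%, luminescence cut by over half; inconclusive = some wells, but at most half, below -50%; inactive = no replicate well below -50%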;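 also: luciferase reports HSF-1 transcriptional activity via heat shock element; 0% = median of DMSO wells and -100% = zero luminescence signal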
AI-2 QS modul = modulators of Vibrio harveyi AI-2 quorum sensing system; Vibrio harveyi JMH597 AI-2 luminescence/OD600 ratio, 9 h; hits give low values; strain lacks LuxN and CqsS sensors; 0 = neutral-control median; activity change, % at 7.5 µM; 300,000 tested, 0.4% active; AID 2094; in the data active = activity change below about -75%, passing the limit was not always enough; inconclusive = no clear call, values can overlap the other calls;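 also: luminescence divided by OD600 gain over 9 h not by final OD600 alone; inactives centre near 13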
HSP90 refold inh = blocks HSP90-mediated luciferase refolding in reticulocyte lysate | Rabbit reticulocyte lysate, luciferase refolding luminescence, 3 h | inhibition, % at 5.6 µM | 290,000 tested, 0.91% active | AID 1789;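 active = inhibition above the screen-wide mean plus 3 SD, computed separately per campaign, cut at about 16% in these data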;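 also: 0% = DMSO wells and 100% = 60 µM geldanamycin wells; inhibitors lower the luminescence because luciferase stays unfolded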
* hit, by the source's call; i = inactive; ? = inconclusive; · = not tested or not shown.

Platelet DG rel	HSF1 activator	HDAC3 inh	GSK3beta inhib	PolyA inh	DYRK1A inh	GSK3A inh	HSF1 inh	AI-2 QS modul	smiles	HSP90 refold inh
4.6	20.3	6.9	-5.0	i	-0.8	2.9	10.5	7.4	Cc1c(C)n(CC(O)CN2C(=O)c3ccccc3S2(=O)=O)c2ccccc12 (stereo not given)	8.3
4.5	-3.7	-1.8	2.5	i	6.7	-1.2	-6.5	12.5	CC1(C)Cc2c(sc(NC(=O)C(=O)NCCCN3CCOCC3)c2C(N)=O)CO1	-0.9
-2.8	4.2	6.7	-0.7	i	1.9	0.8	-1.5	19.4	O=Cc1ccc(-n2nncc2-c2ccc([N+](=O)[O-])cc2)cc1	2.3
-5.3	-6.9	-2.0	4.2	i	1.0	0.5	-2.6	4.4	CC(C)N(Cc1ccccc1)S(=O)(=O)N(C)C	-2.3
-41.9	-14.5	-3.4	0.6	·	-7.2	-2.9	-4.7	-4.6	CCOc1ccc(N(CC(=O)Nc2ccccc2C(=O)N2CCOCC2)S(=O)(=O)c2ccc(F)cc2)cc1	2.3
-10.1	-9.5	-18.2	1.4	i	·	8.5	-4.5	-8.8	CC1(C)CC(=O)C2=C(C1)c1c(ccc3ccccc13)NC2c1ccc(OCC(=O)O)cc1 (stereo not given)	4.5
-0.8	0.1	4.3	·	i	-5.7	-0.7	3.0	·	CCOc1ccc(C(C(=O)NC(C)(C)C)N(CCOC)C(=O)CCC(=O)Nc2ccccn2)cc1 (stereo not given)	2.3
-7.0	14.1	6.1	1.6	i	-7.0	-1.0	-4.8	1.9	Cc1c(C(=O)C(=O)N2CCN(Cc3ccc4c(c3)OCO4)CC2)c2ccccc2n1C	-2.3
8.5	9.7	?	0.7	i	5.9	-1.2	4.7	12.6	COc1ccc(C(=O)NC(=O)Nc2ncccc2C)cc1	-2.2
·	·	0.2	·	·	14.0	3.0	·	·	N=c1n(Cc2ccc(Cl)cc2)c2ccccc2n1CC(O)c1ccco1 (stereo not given)	-1.2
-2.7	-11.7	3.2	-1.8	i	-4.7	1.9	2.3	4.1	O=C(N/N=C/c1cccs1)[C@H]1C[C@@H]1c1ccccc1	-6.6
4.1	13.5	1.1	-2.6	i	-0.6	-0.9	5.0	0.4	O=C(NCc1ccncc1)c1ccccc1Nc1ccc(SC(F)F)cc1	-1.1
3.9	-17.0	5.4	0.3	i	1.2	-0.3	0.1	4.1	O=S(=O)(NCC1CCCO1)c1cc(Cl)ccc1Br (stereo not given)	-1.5
-30.9	-8.6	·	4.3	i	6.4	·	-2.5	6.6	O=C(CSc1nc2c(sc3ccccc32)c(=O)n1CCCN1CCOCC1)NCC1CCCO1 (stereo not given)	-4.7
-6.3	·	7.0	-1.5	·	-3.5	-4.5	·	49.7	O=C(c1ccc2ccccc2c1)N1CCN(c2ccccc2)CC1	-2.8
6.9	-57.3	3.0	2.4	i	-4.8	-2.5	-47.8	-1.4	Cc1ccccc1OCCC(=O)OCC(=O)N1c2ccccc2NC(=O)C1(C)C	·
-5.0	20.3	0.6	10.7	i	0.5	-3.9	5.5	-5.7	CNc1ncc(C(=O)c2ccc(F)cc2)s1	-0.1
0.0	0.0	-20.3	1.5	i	-0.8	-1.0	-6.4	25.3	CCOC(=O)N1CCN(c2cc(=O)n(-c3ccccc3C)c(=O)[nH]2)CC1	-0.5
-3.4	-2.7	2.0	4.1	i	8.6	1.5	-4.3	9.4	Cc1occc1C(=O)NC1CCCCCCC1	-3.4
·	·	5.6	·	·	3.6	7.2	·	·	CC(C)(C)C(=O)[C@@H]1[C@@H]2C(=O)N(C3CCCCC3)C(=O)[C@@H]2[C@H]2c3ccccc3C=CN12	3.7
-0.1	0.7	2.5	4.7	i	-2.2	-2.4	-4.1	27.3	O=C1C(Cl)=C(N2CCCCC2)C(=O)N1c1ccccc1	7.8
-11.1	9.0	-1.9	-0.2	i	2.7	0.2	-3.7	11.6	COc1cc(NC(=O)C2CCCO2)c(OC)cc1Cl (stereo not given)	-3.8
13.3	31.9	-3.3	2.4	i	-4.6	-2.0	19.0	1.4	CCOC(=O)c1ccccc1NC(=O)COC(=O)c1c(CC)noc1C	·
4.2	3.4	-2.1	-0.8	i	4.5	1.0	11.1	17.7	CC(C)(C)OC(=O)N1CCC[C@H]1c1nnc(SCc2ccccc2Cl)o1	2.6
-0.8	8.9	-1.2	0.6	i	-4.1	0.8	6.4	28.0	Cc1cc2ccccn2c1C(=O)c1nc(NCc2ccco2)ncc1Cl	-3.3
3.1	-7.7	-9.7	0.7	i	0.9	2.0	-4.5	-5.5	CO/N=C\CC(=O)Nc1ccc(Cl)c(Cl)c1	-0.9
-6.4	19.3	-1.4	-1.4	i	1.5	-2.2	17.0	15.5	N=C1/C(=C/c2ccc(OCc3ccccc3)cc2)C(=O)N=C2SC(CC(=O)N3CCOCC3)=NN12	-0.6
-2.5	32.8	0.0	-1.6	i	·	-0.2	9.8	17.0	COc1ccc(CCNC(=O)c2ccc3c(c2)N(Cc2ccccc2)CCS3)cc1OC	1.8
0.3	1.5	-4.9	-1.9	i	1.0	·	-5.2	1.6	CC(C)(C)NC(=O)C(=O)NNC(=O)C12CC3CC(CC(C3)C1)C2	-2.1
-4.5	0.0	-2.8	1.8	i	-2.5	-0.2	-4.9	5.1	Cc1ccc(NC(=O)COC(=O)C2C3CC4OC(=O)C2C4C3)cc1 (stereo not given)	2.1
-10.6	-14.3	-19.9	2.1	i	-2.2	-3.1	3.7	25.8	C=CCNC(=O)C1CC(=O)N(c2ccc(Br)cc2)C1 (stereo not given)	0.5
0.5	6.1	-1.6	-0.1	i	-0.4	2.3	0.7	11.9	O=C(NCCN1CCOCC1)c1cccc(Br)c1	·
0.1	-1.8	-3.3	3.2	i	11.1	0.0	-1.3	25.0	Cn1cc(/C=N/NC(=O)c2cccc([N+](=O)[O-])c2)c2ccccc21	3.1
11.0	0.6	-4.7	2.8	i	-0.6	-1.9	-1.0	26.2	CC1CN(S(=O)(=O)c2ccccc2)CN1C(=O)N1CCOCC1 (stereo not given)	-4.0
-1.6	-24.7	·	3.6	i	-0.7	-0.5	-5.3	20.1	Cn1cnc2c1c(=O)n(Cc1ccccc1)c(=O)n2C	·
9.3	19.6	-2.5	-0.7	i	-4.8	-1.3	11.6	-12.7	Cc1ccc2oc(C(=O)N(C)Cc3cnccn3)c(C)c2c1	5.0
17.2	5.7	6.8	-1.4	i	-1.2	-0.6	5.7	-1.3	CN1C(=O)C(=O)/C(=C(/O)c2ccc(Br)cc2)C1c1ccc(Cl)cc1 (stereo not given)	2.6
-4.9	·	1.6	-3.1	i	-2.1	-3.8	·	14.7	COc1ccc(N(CC(=O)Nc2ccccc2C(=O)NCCc2ccccc2)S(C)(=O)=O)cc1OC	0.0
7.2	-14.0	·	-0.1	i	3.0	·	-10.5	23.5	O=C(COC(=O)c1ccncc1)NC(=O)C1CCCCC1	2.8
-2.0	9.7	2.1	1.6	i	-2.4	2.1	4.3	59.5	COc1ccccc1NC(=O)/C=C/C(N)=O	-2.0
-3.6	-14.6	4.2	1.7	i	3.2	·	8.4	-6.4	O=C1CC(c2cc(F)ccc2F)c2cc3c(cc2N1)CCC3 (stereo not given)	3.8
10.9	11.1	-7.6	-2.0	i	-2.5	-2.5	0.4	6.4	CN(c1ccc(C(=O)NCc2ccncc2)cc1)S(C)(=O)=O	0.1
-1.6	-1.4	-3.2	0.3	i	0.2	-0.9	2.3	10.8	Cc1cc(C)n2nc(CCc3ccccc3)nc2n1	2.9
1.7	1.8	-1.1	1.7	i	4.3	-1.3	2.9	3.4	CCOc1cc(NC(=S)Nc2cccc(OC)c2)c(OCC)cc1NC(=O)c1ccc(C)cc1	1.6
-10.5	6.5	-1.3	-5.9	i	-8.0	-1.1	-6.8	7.4	Cc1ccc(-c2csc(N/N=C/c3ccco3)n2)c(C)c1	4.4
1.5	3.7	-3.0	0.7	i	0.4	1.9	13.9	10.9	O=C(NCCc1ccccn1)c1cc(C(=O)C2CCCCC2)c[nH]1	0.5
-2.4	-6.1	-8.9	0.2	i	·	-3.5	-1.0	14.6	O=C(O)Cc1csc(-c2ccc(F)cc2)n1	2.5
10.3	8.4	2.8	-0.2	i	-0.7	-2.9	12.1	16.1	COC(=O)Cc1ccc(NC(=S)NCc2ccco2)cc1	-0.3
0.2	-3.3	13.3	2.0	i	0.4	4.1	-0.1	3.2	CCC(=O)OC1(C)C(=O)C2=COC(c3ccc(OC)cc3)=CC2=C(Br)C1=O (stereo not given)	·
2.8	-37.9	·	-7.9	i	2.4	2.0	-23.3	5.6	CCN(c1ccccc1)S(=O)(=O)c1ccc(C(=O)N(CCCN(C)C)c2nc3cc4c(cc3s2)OCO4)cc1	4.2

Reprinted at random: 2 entries already listed.
Platelet DG rel	HSF1 activator	HDAC3 inh	GSK3beta inhib	PolyA inh	DYRK1A inh	GSK3A inh	HSF1 inh	AI-2 QS modul	smiles	HSP90 refold inh
-2.5	32.8	0.0	-1.6	i	·	-0.2	9.8	17.0	COc1ccc(CCNC(=O)c2ccc3c(c2)N(Cc2ccccc2)CCS3)cc1OC	1.8
0.2	-3.3	13.3	2.0	i	0.4	4.1	-0.1	3.2	CCC(=O)OC1(C)C(=O)C2=COC(c3ccc(OC)cc3)=CC2=C(Br)C1=O (stereo not given)	·

Remaining list, next part
Platelet DG rel	HSF1 activator	HDAC3 inh	GSK3beta inhib	PolyA inh	DYRK1A inh	GSK3A inh	HSF1 inh	AI-2 QS modul	smiles	HSP90 refold inh
-3.6	-28.6	-0.6	-2.7	i	·	0.0	-9.7	2.0	CCN(Cc1ccc(NC(C)=O)cc1)CC1CCCN(CCc2cccc(F)c2)C1 (stereo not given)	0.9
-27.4	11.3	-0.3	1.8	i	·	-1.9	3.4	45.3	Cc1cc(C)nc(N(C#N)Cc2ccc(Cl)cc2)n1	-2.6
-0.2	3.3	1.5	-3.1	i	5.4	0.4	7.4	10.7	CCC[C@H](CN[C@@H](CNC)[C@H](C)O)NCCc1ccc(OC)cc1	-3.2
-25.2	?	·	0.7	i	·	·	13.8	27.1	Cc1ccsc1/C=C1/SC(N2CCOCC2)=NC1=O	-3.6
·	10.2	-9.6	0.6	i	-0.1	4.6	-1.1	-1.6	Nc1c(Cl)ncnc1NCc1cccnc1	2.3
-2.7	-1.0	-10.7	1.7	i	19.5	-1.9	3.8	10.0	Cc1c(C(=O)NC(C)C)oc2c1-c1[nH]ncc1CC2	-1.4
-6.2	4.4	2.0	2.9	i	-3.3	0.0	5.8	4.7	Cc1nn(-c2ccccc2)c(C)c1/C=N\N1CCN(c2ccc(Cl)cc2)CC1	-0.9
1.8	9.6	3.2	-0.6	i	2.1	0.1	0.4	9.0	CC(C)N=C1CC(C)(C)CC(=O)/C1=C(/O)CCCN1C(=O)c2ccccc2C1=O	-3.3
-9.7	-15.2	2.9	-0.4	i	7.5	1.1	-11.1	15.3	CC1CCN(C(=O)Cc2nn(C)c(=O)c3ccccc23)CC1	0.0

This is a subset; the hit share may differ from the screen's.
